Dicer processing: human Dicer pre-microRNA cleavage inhibition; 6% of 47,000 active; z-score at 25 µM; Q9UPY3; AID 1347074; cat-ELCCA pre-miR-21 Dicer processing, chemiluminescence; stronger effect = higher value; in the data active = z-score above about 3, passing the limit was not always enough;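 also: plate controls were vehicle for no effect and no enzyme for full effect; higher signal means more uncleaved substrate so more Dicer inhibition; strong numbers were not always called active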
Active calls of the source: *; & = joins results of further samples. These rows are one share of the data; count on the stated rates, not on these rows.

SMILES	Dicer processing
COC(=O)c1cc2c(C)nn(C)c2s1	0.72
Cc1cc(C)c2c3c(sc2n1)C(=O)N(c1cccc(Cl)c1)CC(=O)N3	0.84
O=C(Sc1ccc(Cl)cc1)N1CCOCC1	-0.75
Cc1cc2c3c(c1)c(O)cc(=O)n3CCC2	-1.8
O=C(c1cccc2c1-c1ccccc1C2)N1CCOCC1	1.2
C/C(=N\OCc1cccc(C(=O)N=S(C)c2ccc(C)cc2)c1)c1ccc(Cl)cc1 (stereo not drawn)	-1.5
C=CCOc1ccc(C2C(C(=O)OC)=C(C)NC3=C2C(=O)c2ccccc23)cc1 (stereo not drawn)	-1.9
CC1=C(C(=O)OC2CCCC2)C(c2cccc(O)c2)C2=C(CC(c3cccs3)CC2=O)N1 (stereo not drawn)	1.7
CC1=CC(C)(C)N(S(=O)(=O)c2ccc(C)cc2)c2cc(C)ccc21	-0.12
C[C@H](CCC(=O)O)[C@H]1CC[C@H]2[C@@H]3CC[C@@H]4C[C@H](O)CC[C@]4(C)[C@H]3CC[C@]12C	-1.1
Cn1cnc(S(=O)(=O)Nc2cc(-c3ccc(Cl)cc3)nn2C)c1	0.18
Cc1onc(-c2c(Cl)cccc2Cl)c1-c1csc(-c2cnccc2C(F)(F)F)n1	-0.19
CSC1=NCN(Cc2ccccc2)CN1	-0.6
N#Cc1ccc(OCc2c(Cl)sc3ccc(Cl)cc23)cc1	-1
CCCOC(=O)c1ccc(Oc2c(C(F)(F)F)oc3cc(O)ccc3c2=O)cc1	0.74
N#C/C(=C\c1ccncc1)c1ccc(NC(N)=O)cc1	0.26
CCn1nc(C)c(Br)c1-c1nc(-c2ccccn2)no1	-1.2
Cn1c(N2CCOCC2)cc(=O)n(C)c1=O	-0.94
Clc1ccc(-c2nc(N3CCCC3)c3ccccc3n2)cc1	0.58
C=CCn1c(SC)nc2sc3c(c2c1=O)CCCC3	2.6
CC(C)CSc1nnc2sc3ccccc3n12	-1.1
CCOc1ccc(-c2ncnn2-c2ccc(C)c(Cl)c2)cc1	-1.3
COC(=O)CN1C(CCN2CCOCC2)=Nc2ccc(Br)cc2C1c1ccccc1 (stereo not drawn)	1.7
O=C(O)C1C2C=CC(C2)C1C(=O)N1CCc2c([nH]c3ccccc23)C1C(F)(F)F (stereo not drawn)	-0.64
O=C(Nc1nnc(CCS(=O)(=O)c2ccc3ccccc3c2)s1)C1CCCCC1	-0.45
S=c1nc(C23CC4CC(CC(C4)C2)C3)[nH][nH]1	2.2
Cc1n[nH]c(=O)c2nc(-c3ccccc3)sc12	-0.66
O=S(=O)(c1ccc(Cl)c(Cl)c1)N1CCc2c([nH]c3ccccc23)C1C(F)(F)F (stereo not drawn)	2.3
COc1cc(C2Oc3c(OC)cccc3C3CC(c4ccccc4O)=NN32)ccc1O (stereo not drawn)	2.6
O=C(Nc1ccc(N2C(=O)c3cccnc3C2=O)cc1)c1cccs1	-1.4
CSC1=NC(C)(C)CCC12C=CC(=O)C=C2	3.2*
O=C(Nc1ccc(Cl)cc1)c1cc2n(n1)C(C(F)(F)F)CC(c1ccco1)N2 (stereo not drawn)	1.4
CCN1CCN(c2nc(-c3cccnc3)nc3ccccc23)CC1	-0.08
COC(=O)/C=C(/Oc1cccc(C(F)(F)F)c1)C(=O)OC	0.55
CCCCC(NC1CCS(=O)(=O)C1)C(=O)O (stereo not drawn)	0.81
Fc1ccc2c(c1)/C(=N\Nc1cc(C(F)(F)F)ccc1Cl)CCO2	0.86
Cc1cccc2ccc(C3C(=O)c4cccc5cccc(c45)C3=O)nc12	1.3
CCOC(=O)c1ccc2nc(NC(=O)c3ccc(F)c(Cl)c3)sc2c1	1.5
CCCSc1ncccc1C(=O)Nc1cc(C)no1	-0.48
Cc1cc(NCCO)n2c(nc3ccccc32)c1C#N	1.5
CCNc1nc(N)c(C(=O)c2ccc(F)cc2)s1	0.96
CC(=O)c1ccc(C#N)c(SCC(=O)c2ccccc2)n1	0.91
CCOc1ccc(C2CC(c3cccc(OC)c3)n3ncnc3N2)cc1 (stereo not drawn)	0.34
CCc1ccc2nc(Nc3ncc4c(n3)CC(c3ccco3)CC4=O)nc(C)c2c1 (stereo not drawn)	-1.1
Cc1ccc(NC(=S)N2CCC(Nc3nccc(C(F)(F)F)n3)CC2)c(C)c1	-0.67
Nc1cc(=O)n(Cc2ccccc2)c(=O)n1-c1cccc([N+](=O)[O-])c1	-0.02
CNc1nc2c(N)ncnc2n1[C@H]1O[C@@H](CO)[C@H](O)[C@@H]1O	-0.07
CC1CN(c2nc3c([nH]2)c(=O)n(C)c(=O)n3C)CC(C)O1 (stereo not drawn)	-3.6
Cc1c(N)cccc1-c1nc2ncccc2o1	0.79
Cc1n(CC(=O)c2ccc(F)cc2)c2ccccc2[n+]1C	4.8*
Additional records follow:
SMILES	Dicer processing
C/C(=N\NC(=O)N/N=C(\C)c1ccc(C)cc1)c1ccc(C)cc1	0.66
COc1ccc(OC)c(CN2CCN(Cc3ccc(Br)cc3)CC2)c1	2
N#Cc1c2c(c(NCCCO)n3c1nc1ccccc13)CCC2	0.69
CC1(C)CC2(CCCN(Cc3nc4c(c(=O)[nH]3)C3(CCCCC3)Cc3ccccc3-4)C2)CCO1 (stereo not drawn)	1.6
COc1c(NC(=O)N2CCCCC2)csc1Cl	-1.4
COc1cccc(/C=N/c2c(-c3ccccc3)c(C(F)(F)F)nn2C)c1OC	-0.17
Fc1ccccc1N1CCN(C2CCN(Cc3ccncc3)CC2)CC1	2.2
O=C(O)/C=C/C(=O)NCCCCCCNC(=O)/C=C/C(=O)O	0.82
Nc1cccc(-c2csc(N)n2)c1	-1.3
CN(Cc1ccccc1)C(=O)c1ccc([N+](=O)[O-])o1	3*
COc1ccc(/C=C/c2nc(-c3ccc(C)cc3)no2)cc1OC	3.8*
CSc1sc(C(=O)Nc2ccc(F)cc2F)c(-c2cccs2)c1C#N	-0.72
O=S(=O)(c1ccc(Cl)cc1)N1CCN(c2cccc(Cl)c2)CC1	3.1*
Cc1cccnc1Nc1nc(-c2ccccc2)cs1	0.42
Cc1sc(N)c(C(=O)c2cccs2)c1C	-3.4
COc1ccc(-c2noc(-c3cc(OC)cc(OC)c3)n2)cc1	2.2
CC(C)(C)NC(=O)Oc1ccc(Cl)cc1	1.9
CCOC(=O)c1cc(C#N)c(Sc2n[nH]c(=O)n2C(C)C)nc1C(F)(F)F	-0.78
Cn1c(NCc2ccccn2)nc2c1c(=O)n(Cc1cccc(Br)c1)c(=O)n2C	-0.09
CN1c2ccsc2C(=O)/C(=C\N=S(C)(=O)c2ccc(Cl)cc2)S1(=O)=O (stereo not drawn)	0.98
O=S(=O)(c1ccc(-c2cnco2)cc1)N1CCCC1c1ccc(F)cc1 (stereo not drawn)	-0.95
COc1ccccc1NC(=O)Nc1nn(C)c2cccc(OC)c12	-1.8
CCOc1ccc(-c2nc(-c3ccc(-c4ccccc4)nc3OC)no2)cc1	1.9
NC(=O)C1CCN(C(=O)C2CC(c3ccc(Cl)cc3)=NO2)CC1 (stereo not drawn)	-1.1
COc1ccccc1N1CCN(CN2C(=O)C(=O)c3cc(Br)ccc32)CC1	-2.3
CC(C)C[C@H]1C(=O)N2CCC[C@H]2[C@]2(O)O[C@](NC(=O)[C@@H]3C=C4c5cccc6[nH]c(Br)c(c56)C[C@H]4N(C)C3)(C(C)C)C(=O)N12	0.46&-0.01
Cc1ccc2cc(-c3noc(-c4ccco4)n3)c(=O)[nH]c2c1	-1.2
COc1ccc(Oc2c(C(F)(F)F)oc3cc(OCC(=O)NC4CCCCC4)ccc3c2=O)cc1	0.45
CCC(=O)Nc1ccc(OC)cc1OC	0.7
O=C1/C(=C/c2ccco2)CC/C1=C\c1ccco1	31*
CC(N)=NCCc1ccncc1	0.77
Nc1nc2c(c(=O)[nH]1)C(c1c(F)cccc1Cl)CC(=O)N2 (stereo not drawn)	-1.2
COc1ccc(N(C)CC(=O)O)c(C(=O)O)c1	0.85
Cn1c(=O)sn(-c2ccccc2)c1=O	2.1
CC(C)(NS(=O)(=O)c1ccc(Oc2ccc(F)cc2)cc1)C(=O)NO	-0.63
CCSc1nc2ccccc2n1CC(N)=O	6.7*
CC(C)c1ccc(NC(=O)CSc2ncc(-c3ccc(Cl)cc3)o2)cc1	-0.25
O=C(NNc1cc(Cl)cc(Cl)c1)NS(=O)(=O)c1ccc(Cl)cc1	0.03
Cc1cc(C(C#N)c2ccc(Cl)cc2)c(Cl)cc1NC(=O)c1cc(I)cc(I)c1O (stereo not drawn)	2.1
CCOC(=O)c1c(NC(=S)NC(=O)/C=C/c2ccccc2)sc2c1CCCC2	-0.48

The closing 6 compounds of the part before lead into the next.
SMILES	Dicer processing
CC(C)(NS(=O)(=O)c1ccc(Oc2ccc(F)cc2)cc1)C(=O)NO	-0.63
CCSc1nc2ccccc2n1CC(N)=O	6.7*
CC(C)c1ccc(NC(=O)CSc2ncc(-c3ccc(Cl)cc3)o2)cc1	-0.25
O=C(NNc1cc(Cl)cc(Cl)c1)NS(=O)(=O)c1ccc(Cl)cc1	0.03
Cc1cc(C(C#N)c2ccc(Cl)cc2)c(Cl)cc1NC(=O)c1cc(I)cc(I)c1O (stereo not drawn)	2.1
CCOC(=O)c1c(NC(=S)NC(=O)/C=C/c2ccccc2)sc2c1CCCC2	-0.48
O=[N+]([O-])c1cccc(-c2cc(-c3cccs3)cc(-c3ccccc3)n2)c1	-1.3
CC1Sc2ccc(Cl)cc2C(=O)/C1=C/N(C)C (stereo not drawn)	0.83
CN=C(NN)Nc1cc(C)c(C)cc1C	-3.2
CCCCNC(=O)OCCOc1cc(C(F)(F)F)ccn1	0.99
COC(=O)c1cc2cc(CC(=O)c3ccc(O)cc3O)ccc2o1	0.97
CCOC(=O)c1c(N)n(C2CCCC2)c2nc3ccccc3nc12	-12
Cn1cnnc1SC/C=C/c1ccccc1	5
CC(C)(C)c1cc2nc(-c3cccc([N+](=O)[O-])c3)cc(C(F)(F)F)n2n1	0.36
Cc1ccc(S(=O)(=O)NC(=O)NCCNc2nccc(C(F)(F)F)n2)cc1	-0.94
O=C(O)COCC(=O)NCCN1CCNC1=O	0.67

Entries listed so far with a tert-butyl group:
SMILES	Dicer processing
CC(C)(C)NC(=O)Oc1ccc(Cl)cc1	1.9
CC(C)(C)c1cc2nc(-c3cccc([N+](=O)[O-])c3)cc(C(F)(F)F)n2n1	0.36

The list continues.
SMILES	Dicer processing
O=C(NCc1ccco1)Oc1ccccc1	1.2
CCOC(=O)c1c(C)nc2c(c1-c1ccc(Br)cc1)C(=O)CC(C)(C)C2	-5.5
CS(=O)(=NS(=O)(=O)c1ccc(-c2ccccn2)s1)c1ccc(Cl)cc1 (stereo not drawn)	0.15
CC(=O)N1CCN(c2ccc(OC(=O)c3ccc(Oc4cc(Cl)cc(Cl)c4)o3)cc2)CC1	-1.3
COc1ccc(C2C(C(=O)c3cccs3)=C(O)C(=O)N2c2nnc(C)s2)cc1OC (stereo not drawn)	2.2
O=c1cc(CSc2n[nH]c(=O)n2Cc2ccco2)c2ccc(O)cc2o1	5.2
CCCCC1(C2CC(=O)N(c3cc(F)ccc3F)C2=O)C(=O)N(c2ccccc2)N(c2ccccc2)C1=O (stereo not drawn)	0.44
Cc1ccc(/C(O)=C2/C(=O)C(=O)N(CC(C)O)C2c2cccnc2)cc1 (stereo not drawn)	-0.37
COc1cc(C2CC(=O)Nc3ccccc3S2)cc(OC)c1OC (stereo not drawn)	0.65
CC(=O)c1cnc2cc(-c3ccc(Cl)cc3)nn2c1C	-1.7
FC(F)(F)c1ccn(-c2nc(-c3ccccc3)ns2)n1	-0.82
O=c1c(Cc2ccccc2)c(O)c2cccc3c4c(n1c23)CCCC4	0.77
Cc1ccc(C(=O)Nc2ccccc2Sc2ccc(Cl)cc2[N+](=O)[O-])cc1C	-0.18
C=CCc1ccc(OCCCCCN2CCOCC2)c(OC)c1	2.1
O=C(CSc1nc2cc3ccccc3cc2[nH]1)Nc1ccc(F)cc1	2.5
CN1C(=O)C2(/C(=C(/O)c3ccc(Cl)cc3)C(=O)C(=O)N2CCCN2CCOCC2)c2ccccc21 (stereo not drawn)	10
c1ccc(CCSc2nc3ccccc3[nH]2)cc1	-0.77
COC(=O)c1c(NC(=O)c2cc(OC)cc(OC)c2)sc2c1CCC2	0.77
Cc1ccc(C)n1-c1cc([N+](=O)[O-])ccc1N1CCN(S(=O)(=O)c2cn(C)cn2)CC1	4.8*
CSCCC(C(=O)N1CCCCC1)N1C(=O)C2C3c4ccccc4C(c4ccccc43)C2C1=O (stereo not drawn)	0.37

5 entries drawn at random from those above, as already listed:
SMILES	Dicer processing
C=CCc1ccc(OCCCCCN2CCOCC2)c(OC)c1	2.1
Cc1ccc(C)n1-c1cc([N+](=O)[O-])ccc1N1CCN(S(=O)(=O)c2cn(C)cn2)CC1	4.8*
CN1C(=O)C2(/C(=C(/O)c3ccc(Cl)cc3)C(=O)C(=O)N2CCCN2CCOCC2)c2ccccc21 (stereo not drawn)	10
FC(F)(F)c1ccn(-c2nc(-c3ccccc3)ns2)n1	-0.82
COC(=O)c1c(NC(=O)c2cc(OC)cc(OC)c2)sc2c1CCC2	0.77

Remaining list, next part:
SMILES	Dicer processing
CCCSc1nnc2c(n1)OC(C)=Nc1ccccc1-2	1.8
Cn1cc(Br)c(-c2cccc(N3C(=O)CCCC3=O)c2)n1	-0.45
O=C(O)COc1ccc(CO)cc1Cl	-0.74
Cn1nc([N+](=O)[O-])nc1Sc1nnc(-c2ccco2)o1	0.36
Cc1ccc(CC2CC(=O)N(c3ccc(C(=O)O)cc3)C2=O)cc1 (stereo not drawn)	2.3
CCOC(=O)NC(Nc1ccc(C)cn1)(C(F)(F)F)C(F)(F)F	-0.07
Cn1c(=O)c2c(ncn2CCCN)n(C)c1=O	0.82
CCOc1cc(C2N=C(N)Nc3nc4ccccc4n32)ccc1O (stereo not drawn)	2.4
CCSC1=C(C#N)C(=O)NCS1	-1.1
COC(=O)C1=C(C)NC2=C(C(=O)CCC2)C1c1ccc2c(c1)OCC2 (stereo not drawn)	2.3
CCOc1cc(C2c3c(oc4ccccc4c3=O)C(=O)N2Cc2ccc3c(c2)OCO3)ccc1O (stereo not drawn)	1.2
COC(=O)c1sc(C(C)(C)C)cc1NC(=O)Nc1ccc(Cl)cc1	0.93
O=C1CCS(=O)(=O)c2ccc(Cl)cc21	0.59
